High-throughput results deposited in PubChem BioAssay by several laboratories.
CAL PDZ FP-1 = inhibitors of human CAL PDZ peptide binding. purified CAL PDZ, TMR-peptide fluorescence polarization, 1 h. inhibition, % at 20 µM. 330,000 compounds, 0.02% hits. AID 504414. Q9HD26;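 active means highest replicate inhibition of at least 40%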;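 further: plate controls were DMSO neutral control wells for no effect and unlabeled competitor peptide control wells for full effect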
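Read-out basis: mP drop reported as inhibition | Assay system: Tagged CAL PDZ protein CerCALP, purified | Benchmarks: Unlabelled peptide for full inhibition, DMSO wells as neutral | Schedule: 1 h incubation at room temperature before polarization reading | Buffer or medium: Sodium phosphate/NaCl buffer pH 7.4 with TCEP, IgG, Thesit | Doses: Single point, 20 µM | Measured by: Fluorescence polarization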
RTF Ca sens inh = cardiac RTF calcium desensitization. IANBD-labeled cardiac RTF, Ca2+ fluorescence. inhibition, % at 7.15 µM. 340,000 compounds, 0.12% hits;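 active means inhibition above the mean inhibition of all tested compounds plus 3 SD, cut at about 17% in these data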;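 further: assay run at fixed EC70 calcium of 1.6 mM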
PKA-R2B activ = activates the human PKA-R2B holoenzyme complex; P22694+P31323; PKA-R2B holoenzyme dissociation, Cy5-IP20 fluorescence polarization; R2B truncated from residue 108, S112A mutant; 0% DMSO only, 100% 113 µM cGMP; activation, % at 11.4 µM; AID 504700; 340,000 compounds, 0.079% hits;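 active means activation above a cutoff set at the mean over all compounds plus 3 SD, cut at about 18% in these data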;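 further: higher means more holoenzyme dissociation and a rise in polarization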
Target sequence (P31323 whole entry, looked up, other chains not shown, the tested form may be a part): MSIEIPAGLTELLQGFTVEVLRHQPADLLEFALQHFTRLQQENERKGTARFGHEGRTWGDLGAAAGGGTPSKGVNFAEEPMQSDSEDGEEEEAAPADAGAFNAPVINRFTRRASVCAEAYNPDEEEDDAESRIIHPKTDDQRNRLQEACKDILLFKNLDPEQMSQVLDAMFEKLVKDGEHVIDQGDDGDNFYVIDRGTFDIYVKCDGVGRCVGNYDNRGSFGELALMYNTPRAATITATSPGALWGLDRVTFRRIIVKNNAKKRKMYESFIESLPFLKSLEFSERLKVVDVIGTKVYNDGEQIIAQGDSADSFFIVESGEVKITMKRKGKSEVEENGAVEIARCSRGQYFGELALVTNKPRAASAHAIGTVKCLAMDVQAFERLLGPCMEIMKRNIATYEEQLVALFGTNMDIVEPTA
Keap1 Nrf2 FP = disrupts human Keap1 binding to Nrf2 peptide; Q14145; 340,000 compounds, 0.15% hits; inhibition, % at 9.4 µM; Keap1 Kelch-Nrf2 peptide fluorescence polarization, 1536-well; in the data active means inhibition above about 12%;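 further: human Keap1 Kelch domain with fluorescein labeled Nrf2 9mer peptide probe; 0% = neutral control wells and 100% = peptide positive control; higher means more block of Keap1 binding to Nrf2 peptide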
DAGLB inh = diacylglycerol lipase beta (human) inhibition; Q8NCG7; AID 504411; HEK293T DAGLB membrane lysate, EnzChek fluorogenic substrate; 340,000 compounds, 0.059% hits; inhibition, % at 5.17 µM; in the data active means inhibition above about 34%;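 further: 0% = enzyme with vehicle and 100% = wells lacking enzyme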
RTF Ca sens act = increases calcium sensitivity of human cardiac regulated thin filaments. P19429+P45379. IANBD-labeled TnC RTF fluorescence at EC20 calcium; 0% EC20 calcium, 100% full calcium. activation, % at 7.2 µM. 340,000 compounds, 0.24% hits;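 active means activation above the mean over all tested compounds plus 3 SD, cut at about 30% in these data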;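 further: rise in fluorescence read as greater calcium sensitivity of cardiac thin filaments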
C-LANA FP = blocks KSHV LANA C-terminal domain binding to DNA; inhibition, % at 9 µM; MBP-C-LANA/FAM-LBS DNA binding, fluorescence polarization; 340,000 compounds, 0.078% hits;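 active means highest replicate inhibition at or above 60% at 9 µM, even if other replicates fall short; inactive means all replicates below 60% inhibition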;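 further: 0% = neutral control wells and 100% = 4 µM acridine orange control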
SR-BI DiI-HDL act = activators of SR-BI mediated HDL lipid uptake; CHO ldlA[mSR-BI] cells, DiI-HDL uptake fluorescence, 3 h; 100 = double the neutral-control signal; 320,000 compounds, 0.096% hits; activation, % at 12.5 µM;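 active means mean replicate activation of at least 60% and every replicate at or above 60%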;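 further: 0% = median plate neutral-control signal and 100% = twice that signal; values of inactives mirror those of a sister screen read the other way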
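Assay system: LDL receptor-deficient CHO ldlA cells overexpressing murine SR-BI / Medium: BSA-supplemented, HEPES-buffered Ham's F12, pH 7.4 / Probe or stimulus: DiI-labelled HDL at 10 µg/mL final / Timing: compound with DiI-HDL co-incubation, 3 h at 37 °C / Technique: bottom-read cell fluorescence after medium removal, ex 550/em 595 nm / Measure: HDL uptake via cellular fluorescence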
CAL PDZ FP-2 = blocks peptide binding to the human CAL PDZ domain. Q9HD26. purified CAL PDZ, TMR-peptide fluorescence polarization, 1 h. inhibition, % at 24.9 µM. 300,000 compounds, 0.92% hits. AID 602252;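 active means mean inhibition of at least 30% with at least half of replicates also reaching 30%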;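 further: 0% = DMSO neutral control and 100% = excess unlabeled competitor peptide PRC23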
Rtt109 HAT inh = blocks Candida albicans Rtt109/Vps75 acetyltransferase activity; Q5AAJ8; purified Rtt109/Vps75, ThioGlo CoA-SH fluorescence, 4 h; inhibition, % at 34.9 µM; 330,000 compounds, 0.16% hits;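 active means inhibition of at least 50% in every replicate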
Target sequence (Q5AAJ8 whole entry, looked up): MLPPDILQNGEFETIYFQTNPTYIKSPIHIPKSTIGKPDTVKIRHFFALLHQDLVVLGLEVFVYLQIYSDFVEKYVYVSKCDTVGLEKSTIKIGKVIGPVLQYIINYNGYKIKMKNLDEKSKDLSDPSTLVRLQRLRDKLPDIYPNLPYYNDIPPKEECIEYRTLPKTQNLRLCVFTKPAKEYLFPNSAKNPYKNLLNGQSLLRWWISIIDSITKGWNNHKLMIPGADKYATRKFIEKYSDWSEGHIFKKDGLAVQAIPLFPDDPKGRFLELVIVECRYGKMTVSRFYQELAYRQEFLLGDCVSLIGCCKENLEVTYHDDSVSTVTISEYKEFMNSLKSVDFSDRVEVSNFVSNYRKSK
The depositor's hits bear a star; / = no result given. No enrichment for hits. Share with any hit: about 1.6%.

SMILES,CAL PDZ FP-1,RTF Ca sens inh,PKA-R2B activ,Keap1 Nrf2 FP,DAGLB inh,RTF Ca sens act,C-LANA FP,SR-BI DiI-HDL act,CAL PDZ FP-2,Rtt109 HAT inh
COc1ccc(Cl)cc1NS(=O)(=O)c1ccc2c(c1)NC(=O)CCS2,-3.0,5,3,-6,3,-9,0.4,-6,-3,15
COc1cc(C2CC(=O)C=C(O)C2)cc(OC)c1OC (stereo not drawn),-1.6,0,-10,-5,-3,0,0.4,12,-1,11
O=C(CSc1nc(O)cc(=O)[nH]1)N1c2ccccc2Sc2ccccc21,-0.3,/,/,-4,/,/,-0.1,3,5,1
CSc1ccccc1C(=O)C1CCCN(Cc2cnn(-c3ccccc3)c2)C1 (stereo not drawn),-3.0,-15,-3,-4,-4,4,0.1,12,0,-2
O=C(COC(=O)c1cccc(S(=O)(=O)N2CCc3ccccc32)c1)Nc1ncc(Cl)cc1Cl,-1.0,12,-10,3,-1,-4,0.5,18,-3,-2
S=C1NC2=C(CCC/C2=C\c2ccc(Cl)cc2)C(c2ccc(Cl)cc2)N1 (stereo not drawn),-0.6,-4,-5,-5,0,3,/,-42,/,-4
COc1ccc(C2NN=C(c3c[nH]c4ccccc34)C2O)cc1 (stereo not drawn),0.1,-32,7,-2,-2,22,2.5,-19,-2,-24
CCOC(=O)c1ccc2[nH]c3c(c2c1)CCCCC3=O,-2.2,-3,8,-1,3,1,-1.6,-12,37*,4
CC(OC(=O)CN1C(=O)c2ccccc2C1=O)C(=O)NC1CCCCC1C (stereo not drawn),-2.1,-3,-9,0,-1,-3,0.3,2,-2,5
CSc1nc(C)cc(Oc2ccccc2)n1,-2.1,-2,-15,1,-4,2,-0.3,9,-3,8
Cc1nc(CN(C)C(=O)CC2C(=O)NCCN2Cc2ccc(F)cc2)cs1 (stereo not drawn),-1.7,-5,-4,-1,1,-5,1.5,10,-3,1
CCn1c(SCC(=O)N2CCN(c3ccc(F)cc3)CC2)nc2ccccc2c1=O,/,8,3,-1,5,-15,1.8,-22,-6,2
CCN(Cc1ccc(OC)c(F)c1)C(C)C(=O)Nc1ccc(S(=O)(=O)N2CCCC2)cc1 (stereo not drawn),0.1,2,-3,4,-10,-1,1.7,-28,-3,5
CC1CCCN(S(=O)(=O)c2cc3c4c(c2)CCN4C(=O)CC3)C1 (stereo not drawn),-1.8,0,-9,-3,1,0,0.4,8,-1,1
CCOC(=O)N1CCN(C(=O)c2ccc(N(C)S(C)(=O)=O)cc2)CC1,-0.2,-14,0,0,1,-1,-0.9,2,/,-7
CCOc1ccc(CCN2C(=S)N([C@@H](CC(C)C)CN3CCCC3CN3C(=S)NC[C@@H]3CC(C)C)C[C@@H]2Cc2ccccc2)cc1 (stereo partly drawn),0.4,7,3,-4,-12,-5,-1.9,-6,-2,0
Cc1nnc(C)n1/N=C/c1cccnc1,0.0,-6,3,-4,-1,0,1.7,-16,/,7
COc1cc(Cl)c(S(=O)(=O)NCc2cccnc2)cc1Cl,-2.2,4,-11,-1,1,5,2.3,-19,-3,8
Cc1ccccc1N1CC(C(=O)Nc2ccncc2)CC1=O (stereo not drawn),0.3,-7,-6,-6,0,-5,0.3,3,-2,6
CC/C(=N\NC(=O)c1nnn(-c2nonc2N)c1CN(C)c1ccccc1)c1ccccc1,-0.8,-7,11,-2,1,1,1.8,20,-3,13
CCOc1cc(/C=C2/N=C(c3ccc(C(C)(C)C)cc3)OC2=O)cc(Cl)c1OS(C)(=O)=O,-1.1,-4,3,1,10,-5,-1.0,-22,-2,8
COc1ccc(NC(=O)COc2ccccc2Cc2ccccc2)cn1,-0.2,-9,15,-3,-8,-1,0.0,6,-2,4
Cc1cccc2cc(CN(CCN3CCOCC3)C(=O)Nc3ccccc3F)c(=O)[nH]c12,-1.0,-20,-13,-1,-1,-8,0.0,4,-3,10
COc1ccccc1OCCn1c(C)c(C=O)c2ccccc21,-2.0,-2,6,-2,0,-6,-0.4,/,-6,2
CCCn1ncc(OC)c(Cl)c1=O,-1.3,3,-6,3,3,3,-1.0,14,0,-3
COc1ccc(C(=O)Nc2nc3c(s2)CCCC3)cc1S(=O)(=O)N1CCCc2ccccc21,-2.3,-7,1,-8,-2,-6,-0.4,-51,-3,-6
COc1cccc(CC2(CO)CCCN(C/C=C/c3ccccc3OC)C2)c1 (stereo not drawn),-5.6,-6,-3,1,-2,-7,1.8,-9,-3,0
COc1ccc(NC(=S)N(Cc2cccnc2)Cc2ccco2)cc1,-0.6,-16,3,0,1,-1,0.6,-4,-2,7
CCOC(=O)[C@H]1[C@H]2COc3ccc(Br)cc3[C@@H]2N2C(=O)c3ccc(Cl)cc3NC(=O)[C@@]12C,-2.0,-3,0,1,-8,10,0.0,-14,-4,5
CC(=O)c1ccc(NC(=O)N[C@@H](CC(C)C)C(=O)O)cc1,-0.8,-15,3,-3,0,1,-0.4,10,6,-14
CCCCc1nnc(SC(C)C(=O)Nc2nccs2)n1C (stereo not drawn),-2.1,-4,-10,-2,-2,-1,-0.1,42,-2,-16
CC(C)NC(=O)NC(=O)COC(=O)c1ccccc1Oc1ccccc1,/,4,1,-4,-4,-7,2.3,-1,76*,3
CCC(=O)Nc1ccc(NC(=O)c2cccc3c(Br)cccc23)cc1,-2.4,3,-6,-3,-1,3,-0.3,-14,/,4
CCCCN1C(=O)C(=O)N(CC(=O)c2cc(C)n(-c3cc(C)on3)c2C)C1=O,-0.9,-3,-3,1,0,-2,0.2,3,0,4
O=Cc1ccc2noc(-c3ccc(Cl)cc3)c2c1,-3.7,-9,-10,-2,0,-12,1.4,-4,-2,-45
Cc1cccc(OCCCC(=O)Nc2nc3ccccc3[nH]2)c1,-2.0,12,5,1,0,-4,0.4,-4,-1,0
Cc1oc2c(c1C(=O)NCc1ccccc1)CCCC2,-0.2,-8,1,3,-2,-2,-4.5,-18,-4,0
CC(C)NC(=O)NC(=O)COC(=O)c1ccc(S(=O)(=O)NCc2ccco2)cc1,0.6,-4,-3,-7,0,2,-0.8,4,/,4
Cc1cccnc1NC(=O)c1ccc(C(=O)c2ccccc2)cc1,-2.4,-22,0,-5,2,2,0.0,11,-4,3
Cc1cccc(N/C(N)=N/c2nc3c(c(=O)[nH]2)CCCC3)c1,-0.2,0,3,-7,0,2,-1.0,0,-6,-3
CCCCOn1c(C)c(C(C)=O)c2c3no[n+]([O-])c3ccc21,-2.7,-10,6,-10,0,1,-1.4,-78,0,0
Cc1cccnc1NC(=O)c1ccccc1-c1ccccc1C(=O)Nc1ncccc1C,-0.8,-16,8,-2,0,2,-0.4,28,-1,13
Cc1ccc(C)c(C(=O)CN2C(=O)C(=O)N(C3CCCC3)C2=O)c1,0.5,-6,4,3,-5,2,-1.8,13,19,-10
C=CCn1c(N)c(C(=O)OCCC)c2nc3ccccc3nc21,-0.9,-8,-5,-5,-4,9,-0.6,-41,-2,3
COc1ccc(NC(=O)c2cccc(S(=O)(=O)Nc3ccc(Br)cc3)c2)cn1,-1.2,-18,-8,-3,1,5,-1.6,6,-5,16
CC1(C)CC(=O)C(C=NCCN2CCOCC2)=C(O)C1,-0.5,4,2,1,1,-1,-0.6,-2,-2,6
COc1ccc(CN2CCC(CO)(CCOc3ccccc3)CC2)cc1C,-0.8,11,-11,-4,2,4,-2.5,7,-8,-7
COc1ccc(N2CC(C(=O)Nc3nc4ccccc4s3)CC2=O)cc1 (stereo not drawn),-2.1,6,7,3,1,-2,-0.2,19,-6,2
Cc1ccccc1C(=O)c1cccn1CC(=O)NCC(C)c1ccccc1 (stereo not drawn),-0.4,-7,-4,1,-7,0,-0.7,16,/,4
CC1(c2nnc(-c3ccncc3)o2)CC(c2cccc(Cl)c2)=NO1 (stereo not drawn),-1.4,3,1,-7,1,2,0.4,-1,-5,3
O=C(Cn1cccc1C(=O)c1ccccc1)NCCc1ccccc1,-0.1,-6,-2,-5,-2,2,2.0,-6,/,13
CC(=O)N(C)c1ccc(NC(=O)COc2ccc(Br)cc2C)cc1,-1.2,10,-6,-6,-2,-2,0.2,20,-1,7
OCCC1CN(CCCn2cccn2)CCN1C1CCCCC1 (stereo not drawn),-0.4,-22,-3,2,-2,-9,2.0,25,-4,-2
Cc1ccc(Nc2cc(C)nn2-c2nc(C)cc(C)n2)cc1,-0.8,-3,2,1,1,-7,-1.5,-12,-5,0
COc1ccc(C(=O)OCC(=O)NCC2CCCO2)cc1S(=O)(=O)N1CCCc2ccccc21 (stereo not drawn),-0.3,-4,13,-3,-1,2,-0.1,-11,1,-6
COc1cccc(NC(=O)c2ccc(NS(=O)(=O)c3cccs3)cc2)c1,-2.2,-6,-12,-2,5,-10,1.1,-77,0,-9
COc1ccc(/C=C/C(=O)OCC(=O)NCc2cccs2)cc1OC,-0.2,0,-11,3,-2,-4,-1.7,-21,-3,2
O=C(O)[C@H](Cc1ccccc1)NC(=O)N1CCOCC1,-1.8,-15,2,-3,0,-1,-2.7,-9,1,3
Cc1cc(CNC(=O)c2cccnc2Cl)c2ccccc2n1,-3.1,-6,-4,1,0,3,-1.0,6,4,13
Cn1c(=O)n(-c2cccc(Cl)c2)c(=O)c2c3c(sc21)COC(C)(C)C3,-0.9,-1,-8,1,-1,-5,0.6,-20,-3,-6

The list continues.
SMILES,CAL PDZ FP-1,RTF Ca sens inh,PKA-R2B activ,Keap1 Nrf2 FP,DAGLB inh,RTF Ca sens act,C-LANA FP,SR-BI DiI-HDL act,CAL PDZ FP-2,Rtt109 HAT inh
CC1CCC(NC(=O)CCS(=O)(=O)c2ccc3c(c2)NC(=O)C(C)S3)CC1 (stereo not drawn),-0.1,3,-3,-5,4,-4,0.4,-5,-4,1
C[C@H](O)[C@@H]1C(=O)N2CCc3ccc(N4CCOCC4)cc3[C@@H]2C[C@@H]1N(C)C(=O)Nc1ccccc1,-2.5,-1,-3,-2,0,-5,4.1,-8,0,-4
CCCC12CN3CCN(CC(C3)/C1=N\NC(=O)c1ccccc1Cl)C2,0.2,-1,-4,-1,2,-1,-1.1,11,1,-3
Cc1ccsc1/C=N/NC(=O)Cc1ccc(Cl)cc1,-1.2,-11,-2,-1,1,-3,23,17,-5,2
